Bioassay records from PubChem.
ARNT TACC3 PPI: disruptors of human ARNT/TACC3 interaction; AID 623870; AlphaScreen His-ARNT PAS-B/GST-TACC3 binding, luminescence; TACC3 fragment carries E629A point mutation; hit rate 0.66% among 390,000; inhibition, % at 9.99 µM;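 active = mean inhibition of replicates at least 50% and at least half of replicates each reaching 50%; inconclusive = half or more replicates reach 50% but mean below 50%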;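 also: 0% = complete ARNT plus TACC3 wells and 100% = ARNT alone without TACC3; many hits fall short of the cut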
DENV2 CPE: DENV2-induced cell death inhibition; DENV2-infected cells, cytopathic effect rescue, plate reader; CPE inhibition, % at 9.99 µM; hit rate 1.7% among 350,000; AID 651640; in the data active = CPE inhibition above about 20%, passing the limit was not always enough; inconclusive = no clear call, values can overlap the other calls; tested in BHK-21 cells;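 also: 0% = median of neutral control wells and 100% = median of positive control wells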
SIRT5 block: inhibitors of human sirtuin-5 desuccinylase; Q9NXA8; Purified SirT5, succinyl-peptide AMC, trypsin-coupled fluorescence; inhibition, % at 15 µM; hit rate 1.1% among 330,000; AID 652115; in the data active = inhibition above about 15%; inconclusive = no clear call, values can overlap the other calls
Target sequence (Q9NXA8 whole entry, looked up): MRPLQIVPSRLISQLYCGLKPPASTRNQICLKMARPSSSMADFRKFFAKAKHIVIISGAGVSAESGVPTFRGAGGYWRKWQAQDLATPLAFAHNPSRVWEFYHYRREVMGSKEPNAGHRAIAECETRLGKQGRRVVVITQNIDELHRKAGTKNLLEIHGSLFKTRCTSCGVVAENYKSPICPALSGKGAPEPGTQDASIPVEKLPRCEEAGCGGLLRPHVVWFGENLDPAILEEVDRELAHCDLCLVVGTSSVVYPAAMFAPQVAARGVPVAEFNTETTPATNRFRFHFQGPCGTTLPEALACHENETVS
LGR2 inh: inhibitors of bursicon-induced Drosophila LGR2 receptor cAMP signaling | AID 720647 | inhibition, % at 9.99 µM | HEK293 LGR2, CRE-luciferase, bursicon-stimulated, 4 h | hit rate 0.35% among 380,000;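 active = drop in luminescence signal, shown as inhibition above about 50% in the replicate tests, limit read from the data, passing the limit was not always enough; inconclusive = probably only some replicates passing the limit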;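 also: agonist challenge used bursicon conditioned medium at about half maximal strength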
PAX8 reporter: lowers PAX8-driven luciferase in RMG-I cells. RMG-I TPO-luciferase reporter, SteadyGlo, 24 h. inhibition, % at 12.6 µM. hit rate 1.2% among 360,000. AID 652154;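 active = mean replicate inhibition at least 60% with every replicate also reaching 60%; inconclusive = only one of the two criteria is met; inactive = mean below 60% and not all replicates reaching 60%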;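 also: luciferase light reporting Pax8 driven TPO promoter activity; plate controls were median of neutral control wells for no effect and mitoxantrone controls for full effect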
EWS-Fli inh: EWS/Fli transcriptional activity inhibition. hit rate 0.67% among 350,000. inhibition, % at 12.6 µM. A673 NR0B1-luciferase reporter, viability-normalised;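 active = mean inhibition of at least 50% after viability correction, with every replicate also passing that limit; inconclusive = mean reaches 50% but only one of two replicates passes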;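 also: firefly luciferase signal divided by Alamar Blue viability fluorescence both relative to DMSO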
CASP6 VEID inh: caspase-6 (human) enzyme inhibition | inhibition, % at 12.5 µM | purified caspase-6, Z-VEID-R110 cleavage fluorescence | hit rate 0.53% among 350,000 | P55212;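 active = mean inhibition across replicates at least about 35%, with every replicate also reaching that limit, limit read from the data; inconclusive = only one of the two criteria met; inactive = neither criterion met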;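 also: 0% = median of neutral control wells and 100% = no fluorescence left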
Target sequence (P55212 24-179 limits assumed): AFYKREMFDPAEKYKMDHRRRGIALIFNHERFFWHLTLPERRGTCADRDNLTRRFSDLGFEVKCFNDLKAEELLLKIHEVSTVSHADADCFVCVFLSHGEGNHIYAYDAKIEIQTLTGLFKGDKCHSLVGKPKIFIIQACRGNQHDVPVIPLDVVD
Target sequence (P55212 194-293 limits assumed): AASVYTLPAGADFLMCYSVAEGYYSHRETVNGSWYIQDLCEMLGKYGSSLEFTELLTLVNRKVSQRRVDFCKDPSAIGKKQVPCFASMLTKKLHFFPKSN
An asterisk follows results filed as active; ? = inconclusive; . = no result given.

Structure,ARNT TACC3 PPI,DENV2 CPE,SIRT5 block,LGR2 inh,PAX8 reporter,EWS-Fli inh,CASP6 VEID inh
C[C@@H]1CN([C@@H](C)CO)C(=O)c2cc(NS(=O)(=O)c3cn(C)cn3)ccc2O[C@@H](C)CCCCO[C@@H]1CN(C)Cc1ccc(C(F)(F)F)cc1,3,.,15*,-4,.,-7,-13
C[C@H](CO)N1C[C@H](C)[C@H](CN(C)Cc2ccc(-c3ccccc3)cc2)Oc2ccc(NC(=O)C3CCCCC3)cc2CC1=O,-5,4,-2,-2,24,16,-3
COc1ccc(CCC(=O)NCc2ccccc2Cl)cc1OC,2,-3,-2,14,-4,7,-3
COCC1CCCN(C(=O)c2ccc3oc(CCCc4ccccc4)nc3c2)C1 (stereo unspecified),-5,8,0,-4,-5,.,-8
O=C(O)C1C2C=CC(C2)C1C(=O)NCc1ccoc1 (stereo unspecified),-9,-2,2,18,37,-5,0
O=C(O)CC(c1cccc2ccccc12)N1Cc2ccccc2C1=O (stereo unspecified),-4,-3,2,7,0,2,-3
Fc1cccc(Cl)c1-c1nnc2ccc(C(F)(F)F)cn12,-8,.,9,10,14,-3,1
Cc1noc(C)c1NC(=O)Nc1cccc2c1O[C@@H](CN(C)CC1CC1)[C@H](C)CN([C@@H](C)CO)C2=O,-26,3,9,4,.,-7,3
COc1ccc2oc(C(=O)OCC(=O)N3CCCCC3C)c(C)c2c1 (stereo unspecified),-2,2,3,-22,-125,-20,0
Cc1ccccc1C(=O)c1cccn1CC(=O)NCc1cccc(Cl)c1,-14,-2,-1,-14,-50,.,3
Cc1cccc[n+]1CC(=O)/C=C1\N(C)c2ccccc2C1(C)C,-7,1,7,-15,40,75*,-5
CCc1cc2c(COC(=O)c3cccc(S(C)(=O)=O)c3)cc(=O)oc2cc1O,0,-1,-3,1,3,-2,2
CCOc1ccc(/C=C(/NC(=O)c2ccccc2)C(=O)NCCC(=O)O)cc1,1,-5,-3,10,2,2,-1
CCC/C(=C1/c2ccccc2C(=O)N1c1ccccc1)c1cnc(OC)nc1,-2,?,2,3,3,10,-1
CC(C)(C)c1ccc(C(=O)NNC(=O)c2cccc(-n3cnnn3)c2)cc1,3,1,4,-12,-20,2,2
CCOc1ccc(S(=O)(=O)N2CCCC(C(=O)NCc3ccncc3)C2)cc1C (stereo unspecified),.,19,-2,11,0,18,2
C=CCc1c(C)nc(N)[nH]c1=O,-2,-1,-1,8,.,9,1
Cc1ccc(C)c(NC(=O)C(CC(=O)O)C2CCCO2)c1 (stereo unspecified),-6,0,3,11,-10,13,0
CCOc1ncccc1C(=O)OCC(=O)NCCCc1ccccc1,2,3,-3,6,-10,-1,-2
C[C@H]1CCCCO[C@@H](CN(C)C)[C@@H](C)CN([C@@H](C)CO)C(=O)c2cc(NS(=O)(=O)c3cccs3)ccc2O1,-5,-6,-3,-13,1,-11,0

Three of the entries above in order of their number in SIRT5 block, ascending:
molecule	SIRT5 block
COCC1CCCN(C(=O)c2ccc3oc(CCCc4ccccc4)nc3c2)C1 (stereo unspecified)	0
O=C(O)C1C2C=CC(C2)C1C(=O)NCc1ccoc1 (stereo unspecified)	2
Cc1noc(C)c1NC(=O)Nc1cccc2c1O[C@@H](CN(C)CC1CC1)[C@H](C)CN([C@@H](C)CO)C2=O	9

Whole records as entered above. Order of screens: ARNT TACC3 PPI | DENV2 CPE | SIRT5 block | LGR2 inh | PAX8 reporter | EWS-Fli inh | CASP6 VEID inh
Profile of CCOc1ncccc1C(=O)OCC(=O)NCCCc1ccccc1 → 2 | 3 | -3 | 6 | -10 | -1 | -2
Profile of C[C@H](CO)N1C[C@H](C)[C@H](CN(C)Cc2ccc(-c3ccccc3)cc2)Oc2ccc(NC(=O)C3CCCCC3)cc2CC1=O → -5 | 4 | -2 | -2 | 24 | 16 | -3

Other results follow:
Structure,ARNT TACC3 PPI,DENV2 CPE,SIRT5 block,LGR2 inh,PAX8 reporter,EWS-Fli inh,CASP6 VEID inh
C[C@@H]1CN([C@@H](C)CO)C(=O)Cc2cc(NC(=O)Nc3cccc4ccccc34)ccc2O[C@H]1CN(C)S(C)(=O)=O,.,1,7,8,14,.,5
Cc1ccc(S(=O)(=O)N(C)C[C@H]2OCCCC[C@H](C)Oc3ccc(NS(=O)(=O)c4ccc(F)cc4)cc3C(=O)N([C@H](C)CO)C[C@H]2C)cc1,-5,0,25*,-7,50,5,15
COC(=O)C[C@@H]1C[C@@H]2c3cc(N(C)C)ccc3O[C@@H]2[C@@H](CO)O1,29,1,4,.,0,0,-2
C[C@@H]1CN([C@H](C)CO)C(=O)c2cc(C3=CCCC3)cnc2O[C@H]1CN(C)Cc1ccccc1,-5,2,9,14,.,12,6
COc1ccc(C(=O)COC(=O)Cc2c[nH]c3ccccc23)c(OC)c1,-2,-5,-4,3,-9,12,2
O=C(C[C@H]1CC[C@H]2[C@@H](COC[C@H](O)CN2Cc2nccs2)O1)NCc1ccc(-c2ccccc2)cc1,4,3,3,-19,23,21,-3
Cc1cccc(-c2nc(CC(=O)Nc3cccc(S(=O)(=O)NC4=NCCC4)c3)cs2)c1,.,-9,-2,-7,-15,-7,-1
COc1ccc2c3c(n(C)c2c1)[C@@H](CO)N(CC1CC1)CC31CN(C(=O)c2ccc3c(c2)OCO3)C1,.,-5,1,-13,2,-8,0
COc1cc(NC(=O)Cc2ccc(S(=O)(=O)N3CCOCC3)s2)c(OC)cc1Cl,4,?,0,6,18,6,2
CCCCN(C(=O)C1CCCC1)C1CCS(=O)(=O)C1 (stereo unspecified),19,-3,2,-8,.,4,-1
Cc1ccc(/C=C2\SC(=S)N(CCC(=O)NNC(=O)c3ccncc3)C2=O)cc1,.,0,-1,-30,15,11,-4
Cc1cc(C(=O)N(C)CC(=O)Nc2ccc(F)c(F)c2F)no1,-7,-4,0,-2,-2,.,5
O=S(=O)(NC1CCCCC1NCc1ccco1)c1ccccc1 (stereo unspecified),2,9,0,10,.,-7,-1
COC(=O)C1=C(C(=O)OC)[C@@H]2N(Cc3ccccc3)c3ccccc3[C@@]23C[C@@H](C(=O)OC)N(C(=O)c2cccs2)C3=N1,-1,7,-3,1,-7,19,1
Nc1ccn([C@@H]2O[C@H](C(=O)N[C@H]3c4ccccc4C[C@H]3O)[C@@H](O)[C@H]2O)c(=O)n1,.,0,-2,-10,-10,-2,-1
CCOc1ccc(CNC(=O)CCCn2nc(C)c3c(C)n(-c4ccc(C)cc4)nc3c2=O)cc1,-8,-5,0,13,35,11,-1
O=C(Nc1ccc(Br)cc1Br)Nc1cccc2[nH]c([C@@H]3O[C@H](CO)[C@@H](O)[C@H](O)[C@H]3O)nc12,.,-4,.,-5,-4,-8,1
COc1ccc(NC(=O)Nc2cccc3c2O[C@@H](CN(C)S(=O)(=O)c2ccccc2)[C@H](C)CN([C@@H](C)CO)C3=O)cc1,7,-8,-10,14,14,4,4
Cc1cc2oc(C(=O)Nc3nonc3C)c(C)c2cc1Cl,-4,0,-2,-51,-39,-97,-2
COc1ccc(S(=O)(=O)N2CCN(C(=O)Nc3ccccc3OC)CC2)cc1,2,0,-1,4,7,.,3

Reprinted from the part before: 4 entries, then new ones.
Structure,ARNT TACC3 PPI,DENV2 CPE,SIRT5 block,LGR2 inh,PAX8 reporter,EWS-Fli inh,CASP6 VEID inh
O=C(Nc1ccc(Br)cc1Br)Nc1cccc2[nH]c([C@@H]3O[C@H](CO)[C@@H](O)[C@H](O)[C@H]3O)nc12,.,-4,.,-5,-4,-8,1
COc1ccc(NC(=O)Nc2cccc3c2O[C@@H](CN(C)S(=O)(=O)c2ccccc2)[C@H](C)CN([C@@H](C)CO)C3=O)cc1,7,-8,-10,14,14,4,4
Cc1cc2oc(C(=O)Nc3nonc3C)c(C)c2cc1Cl,-4,0,-2,-51,-39,-97,-2
COc1ccc(S(=O)(=O)N2CCN(C(=O)Nc3ccccc3OC)CC2)cc1,2,0,-1,4,7,.,3
CCCn1c(SCC(=O)N2CCN(C(=O)c3ccco3)CC2)nc2ccccc2c1=O,.,?,3,31,5,5,3
Cc1csc(CNC(=O)C2CCC(=O)N(CCc3cccc(F)c3)C2)n1 (stereo unspecified),-12,1,-4,10,-5,6,-3
Cc1ccc(NC(=S)N/N=C/c2c(Cl)cccc2Cl)c(C)c1,-1,-2,-1,-17,5,32,-3
Cc1ccc(SCCOCCN2CCOCC2)cc1,-6,7,-1,10,-6,-11,-1
O=C(Cn1cnc2ccccc2c1=O)Nc1nnc(SCc2ccc(Cl)cc2)s1,6,0,-5,-12,-20,11,-4
Nc1c(C(=O)NCCC2=CCCCC2)sc2ccc(S(=O)(=O)N3CCCCC3)cc12,5,3,2,14,13,9,5
COCC(=O)N(c1ccc(C(C)C)cc1)C1C=CS(=O)(=O)C1 (stereo unspecified),4,-6,-2,4,.,-9,-1
CCc1c(C)nc(N2CCN(c3ccc(Cl)cc3)CC2)[nH]c1=O,1,2,-2,14,1,7,-2
O=C(O)c1ccc(NC(=O)C2C3CCC(O3)C2C(=O)O)cc1 (stereo unspecified),-6,3,2,10,-7,5,-2
CO[C@H]1CN(C)C(=O)c2ccc(NC(=O)c3nc4ccccc4s3)cc2OC[C@H](C)N(Cc2cccnc2)C[C@H]1C,11,.,.,0,40,-5,.
COc1ccc(-c2n[nH]c(=S)n2-c2ccc(C)cc2)cc1OC,-3,-2,-8,-8,28,8,-2
CCC(=O)Nc1cccc(C2=NOC3(C2)C[C@@H](C(N)=O)N(C(=O)c2cc([N+](=O)[O-])cc([N+](=O)[O-])c2)C3)c1 (stereo partly specified),-3,1,-6,15,-13,-2,3
Cc1cccc(S(=O)(=O)N2C[C@@H](O)COC[C@H]3O[C@@H](CC(=O)Nc4ccccc4)CC[C@@H]32)c1,-10,3,-9,-20,0,-5,0
O=C(O)CCn1nnc(-c2ccccc2)n1,.,-8,-2,-19,-3,4,0
CCCC(=O)N1CCN(c2nnc(-c3ccccc3)c3ccccc23)CC1,2,3,-4,5,30,-15,2
CCCCCCCCNC(=O)C(CCC(=O)OCc1ccccc1)NC(C)=O (stereo unspecified),0,.,.,-9,.,.,-2
Cc1ccc(-n2ncc3c2CC(C)(C)CC3NC(=O)CCc2cccnc2)cc1 (stereo unspecified),0,-5,0,2,-6,4,1
Cc1cccc(OCCCC(=O)Nc2ccc(Cl)c(S(=O)(=O)N3CCOCC3)c2)c1,1,-5,-3,-7,20,17,0
CCOc1ccc(Br)cc1C(=S)N1CCCC1,0,1,-1,11,34,0,-1
